Assay outcomes from PubChem.
human PMI inhibitors: human PMI inhibitors, high substrate, primary screen, biochemical, fluorescence intensity, high mannose 6-phosphate (AID 1220). recombinant PMI enzyme, coupled fluorescence intensity; higher % means a stronger effect. inhibition, % at 20 µM, or IC50 in µM where a hit was titrated. actives 0.66% (n = 190,000)
WT yeast gro inh: growth inhibition of WT yeast, mitochondrial fusion screen | mitochondrial fusion phenotypic screen, WT strain | AID 1362 | inhibition, % at 10 µM | actives 2.1% (n = 190,000); in the data active = inhibition above about 58%; tested in S. cerevisiae
Yfh1-off respiration: mitochondrial function rescue without frataxin homolog – Friedreich's ataxia, plus single-dose screen, dose response (AID 1465). actives 0.074% (n = 220,000). S. cerevisiae Yfh1-off respiration, WST-1 reduction, 72 h; higher fold induction means a stronger effect. fold induction at 50 µM, or EC50 in µM where a hit was titrated;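 active = fold induction of absorbance versus untreated yeast above a set limit, then at least 30% activation at any dose in follow-up; inconclusive = repeats straddling the limit, or above it without dose testing; inactive = fold induction below the set limit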;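 note: activators that raise dye reduction in frataxin-depleted yeast; strong numbers were not always called active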
Insulin prom up: MIN6 insulin promoter up-regulation. MIN6 insulin promoter-GFP reporter, high-content imaging; stronger effect = higher value. z-score at 5 µM. actives 0.3% (n = 190,000). AID 1625;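 active = z-score above 3 at 5 µM with at least 500 cells counted in the well; inconclusive = wells under 500 cells, flagged as cytotoxic or low count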
Autophagy HCS: alters autophagy in cells. MEF GFP-LC3 puncta imaging; test concentration mostly 10 µM. calls only at 10 µM (by protocol). actives 0.98% (n = 190,000);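 active = percentage of spot-positive cells more than 3 SD above its plate mean, without a fluorescence outlier flag or 80% toxicity; inconclusive = no clear call, values can overlap the other calls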;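 note: spot-positive cell cutoff set from DMSO-treated cells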
Dynein transport: blocks dynein driven cargo transport along microtubules; 3617.4 mouse cells, GR-EGFP nuclear translocation imaging; test concentration mostly 20 µM; stimulated with dexamethasone, 1 µM; stronger effect = lower value; z-score, hits read low; actives 0.47% (n = 220,000);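 active = plate z-score of nuclear minus cytoplasmic receptor signal below a set negative limit, without overly bright fluorescence or cell loss, cut at about -3.5 in these data, passing the limit was not always enough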;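 note: z-score of nuclear minus cytoplasmic ring GR-EGFP intensity difference per well; some compounds called inactive have numbers as strong as hits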
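Buffer or medium: tet-free, stripped-serum medium; Also added: dexamethasone, 1.0 µM final; Technique: high-content fluorescence imaging after fixation; Times: 48 h induction, 1 h compound, 30 min dex at 37 °C; Read-out: per-cell GR-EGFP intensity, nucleus versus surrounding cytoplasmic ring, well-averaged.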
bCat nuc transl: modulators of beta-catenin nuclear translocation | HeLa beta-catenin nuclear translocation, immunofluorescence imaging | nuclear translocation activity, % at 5 µM | actives 0.3% (n = 190,000) | AID 1665;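 active = nuclear translocation activity above 50% at 5 µM, with a well cell count of 50 or more; inconclusive = wells under 50 cells across six images, flagged as toxic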;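 note: per-cell ratio of nuclear to cytoplasmic median beta-catenin stain intensity; plate controls were DMSO negative control for no effect and GSK-3 inhibitor IX positive control for full effect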
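System: Human HeLa cells, endogenous beta-catenin | Compound dosing: 5 µM primary, 0.02–20 µM confirmation | Timing: 24 h compound exposure at 37°C, 5% CO2 | Measured by: Fluorescence imaging of beta-catenin antibody stain plus DAPI | Read-out basis: % activation of per-cell nuclear versus cytoplasmic median beta-catenin signal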
PMI inhibitors: inhibitors of human PMI, primary screen, biochemical, fluorescence intensity, coupled assay (AID 1209); purified PMI enzyme, coupled fluorescence intensity; higher % means a stronger effect; inhibition, % at 20 µM; hits with a dose series show IC50 in µM; actives 0.42% (n = 190,000);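 note: plate controls were DMSO vehicle for no effect and wells lacking substrate for full effect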
MT stabilize HCS: stabilizes microtubules in HeLa cells; actives 0.83% (n = 200,000); HeLa tubulin immunostaining HCS, 24 h; share of cells brighter than vehicle mean+2SD; % tubulin-high responders, % at 10 µM;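 active = plate Z-score above 3 for both tubulin-high and condensed-nucleus cell shares, with cell loss under 80%, at 10 µM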;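 note: anti alpha tubulin signal scored within the nucleus-defined area of each cell; some results filed as inactive read as strong as hits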
WT yeast gro inh mutant strain: recorded beside WT yeast gro inh, whose call it bears; inhibition, %; mitochondrial fusion phenotypic screen, mutant strain inhibition
Dynein transport cytoplasmic EGFP: further read-out of Dynein transport, marked with its call; z-score; measured here: cytoplasmic GR-EGFP intensity; stronger effect = higher value
Dynein transport nuclear GR-EGFP: recorded beside Dynein transport, whose call it bears; z-score; measured here: nuclear GR-EGFP intensity;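 lower value marks the stronger effect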
Dynein transport cell count: further read-out of Dynein transport, marked with its call; z-score; measured here: cell count per field
Insulin prom up cell count: second read-out of Insulin prom up, no call of its own (marks repeat the call); cell count; measured here: cytotoxicity, nuclei count;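 total cells summed across four imaged fields per well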
bCat nuc transl cell count 5 µM: also measured in bCat nuc transl; calls as there; cell count; measured here: cell count, cytotoxicity flag
MT stabilize HCS Hoechst-high %: further read-out of MT stabilize HCS, marked with its call; % Hoechst-high responders; measured here: nuclear condensation Hoechst responders;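 share of cells brighter than vehicle mean plus two SD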
MT stabilize HCS cytotoxicity %: further read-out of MT stabilize HCS, marked with its call; toxicity, %; measured here: cytotoxicity by cell density;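 0% = mean cell density of plate MIN control wells and 100% = no cells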
Autophagy HCS cell loss 18 h: also measured in Autophagy HCS; calls as there; toxicity, %; measured here: cell loss, nuclei count;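 cell loss after 18 h compound exposure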
Active calls of the source: *; i = inactive; ? = inconclusive; . = no result given. Cut-off read from the data, not from the text of the source, unless noted: active = inhibition above about 50%; inactive = the rest.

Structure,Yfh1-off respiration,Dynein transport nuclear GR-EGFP,Insulin prom up cell count,MT stabilize HCS cytotoxicity %,MT stabilize HCS,Autophagy HCS,bCat nuc transl cell count 5 µM,PMI inhibitors,Insulin prom up,MT stabilize HCS Hoechst-high %,Autophagy HCS cell loss 18 h,Dynein transport cytoplasmic EGFP,Dynein transport,Dynein transport cell count,bCat nuc transl,WT yeast gro inh mutant strain,WT yeast gro inh,human PMI inhibitors
O=C(CCc1nnc(COc2ccccc2)o1)NCc1ccccc1C(F)(F)F,i,0.0054,1333,6.4,1.2,i,1549,8%,-0.21,2.3,11,-0.32,-0.14,1.3,0.9,12,-10,1%
CCOc1ccccc1NC(=O)C(=O)N/N=C/c1cc(Br)ccc1O,i,-0.41,543,40,12,i,838,-8%,-0.49,1.5,31,-0.29,-0.82,0.02,0.1,16,-4,-7%
O=P(COCCOCP(=O)(c1ccccc1)c1ccccc1)(c1ccccc1)c1ccccc1,i,-0.32,942,11,4.3,?,1249,4%,-0.37,1.6,.,-0.28,-0.19,1.7,-0.8,-15,5,-8%
O=C(c1ccco1)N(Cc1ccccc1)c1cccc([N+](=O)[O-])c1,i,0.67,.,6.6,6.2,i,1042,3%,.,1.5,-2,-0.3,1.6,-0.35,-1.0,16,23,12%
CCC(Sc1nc(-c2ccccc2)c(C#N)c(=O)[nH]1)C(=O)Nc1nnc(C)s1 (stereo unspecified),i,-0.45,1837,8.1,1.1,i,1081,9%,-0.08,1.9,7,-0.16,-0.13,-0.25,2.0,29,19,-6%
Cc1cccc(C2c3[nH]c4ccccc4c3CCN2C(=O)c2noc3c2CCCC3)n1 (stereo unspecified),i,0.23,1558,4.8,3.3,i,1031,15%,-0.86,2.0,-18,-0.32,0.96,-0.02,-0.9,42*,60*,21%
O=C(O)C1CCCCC1C(=O)NCCCn1ccnc1 (stereo unspecified),i,1,.,8.7,1.4,i,1016,14%,.,1.6,-6,2.2,1.3,-1.2,-2.9,-21,2,3%
CC(C)C(NC(=O)c1ccccc1)C(=O)NC1=NCCS1 (stereo unspecified),i,0.55,1812,3.9,2.3,i,1184,-1%,0.53,1.3,-1,-0.27,0.61,0.7,0.4,-22,-18,5%
CC(C)(C)NS(=O)(=O)c1ccc(NS(=O)(=O)c2ccc(F)cc2)cc1,i,1.4,1462,4.7,6.5,i,1418,2%,-0.65,3.9,-4,-0.11,1.7,-2.2,0.5,83,-4,-2%
Cc1cccc(OCC(=O)Nc2ccc(N3CCN(S(C)(=O)=O)CC3)cc2)c1,.,-0.18,1201,9.4,1.5,i,1005,1%,0.07,1.3,31,-0.22,-0.34,0.74,-6.5,-22,-19,7%
CCCCN(C(=O)CSc1nnnn1C)c1c(N)n(Cc2ccccc2)c(=O)[nH]c1=O,i,-0.21,1038,.,.,.,1285,.,0.81,.,.,-0.15,-1.1,1.8,0.3,.,.,.
Cc1ccc(NC(=O)c2cc(-c3ccc(C)o3)nc3ccccc23)nc1,i,-1.9,1169,18,2.3,i,1065,-27%,-0.17,0.1,1,0.62,-3.3,-0.44,-0.4,6,7,-62%
O=[N+]([O-])/C=C1\CCCCCN1,i,0.057,1144,.,.,.,1325,.,-0.65,.,.,-0.24,-0.7,0.59,0.0,.,.,.
CC(C)c1ccc(CNc2cc(N3CCCC3)ccc2[N+](=O)[O-])cc1,i,-0.48,1630,11,1.0,i,1361,14%,-0.6,1.4,27,-0.14,-0.96,1,-3.6,0,4,20%
O=C1CN(C(=O)COC(=O)CNC(=O)c2ccc(Cl)cc2)c2ccccc2N1,i,-0.083,1175,9.4,8.9,i,1017,-8%,-0.17,1.4,-2,-0.18,0.51,0.04,-0.6,8,-13,-8%
CCCc1cc(C(=O)N/N=C/c2ccc(CC)s2)c2ccccc2n1,.,-0.47,.,39*,34*,i,.,-2%,.,52*,23,-0.18,-0.76,0.65,.,41,0,5%
CC(=O)Nc1ccc(S(=O)(=O)NC(CC(=O)NC2CCCCC2C)C(C)C)cc1 (stereo unspecified),i,0.3,1830,5.1,3.9,i,1091,8%,-0.09,4.0,-6,-0.18,0.59,0.085,-1.3,14,4,8%
Cc1ccc(CN2CCN(Cc3cccc(C)n3)CC2CCO)cc1 (stereo unspecified),i,0.25,.,12,1.4,i,1536,.,.,2.5,-2,-0.23,0.61,-0.48,0.4,-6,-14,.
CCCc1cc(=O)[nH]c(SC(CC)C(=O)Nc2ccccc2C#N)n1 (stereo unspecified),i,0.078,.,23,3.0,i,.,3%,.,1.8,-5,-0.22,-0.68,0.17,.,-5,0,0%
COc1ccc(/C(C)=C(\C#N)C(=O)OC(C)C)cc1OC,i,-0.043,.,6.1,2.9,i,1084,10%,.,2.6,-6,-0.24,-0.6,0.23,0.9,-10,-19,8%
COc1cc(NC(=O)CCCc2c[nH]c3ccccc23)cc(OC)c1,i,-0.39,1576,4.0,2.1,i,1084,16%,0.07,1.1,9,0.071,-0.58,0.18,2.8,0,7,2%
S=c1[nH]nc(-c2cccnc2)n1/N=C/c1ccc(Br)s1,i,0.83,.,4.5,3.1,i,964,3%,.,2.4,-8,-0.21,1.9,-1.3,-1.0,-29,-8,-7%
O=C(Nc1ccc(-c2nc3ncccc3o2)cc1)c1ccco1,i,0.57,1232,45,4.1,i,1179,8%,-0.31,0.7,13,0.0077,-0.071,2.1,-5.0,-11,0,4%
CC(C)n1c2ccccc2c2nc3ccccc3nc21,i,-0.6,1324,3.3,3.4,i,1025,6%,0.89,1.9,0,-0.24,-1.2,1.4,1.0,33,35,-8%
CCOc1ccc2nc(SCC(=O)NCc3ccco3)sc2c1,i,0.33,.,0.1,4.9,i,1009,3%,.,3.8,-2,-0.2,0.071,-0.38,-3.0,-24,-7,12%
CNC(=S)NNC(=O)c1cccc(C(F)(F)F)c1,i,0.88,1795,4.2,5.6,i,719,-3%,0.47,8.1,12,-0.099,1.8,-2.8,0.6,-3,-15,-3%
Cc1ccc(N(CC(=O)Nc2c(C)n(C)n(-c3ccccc3)c2=O)S(C)(=O)=O)c(C)c1,i,0.17,1330,2.8,4.7,i,1554,-1%,0.09,1.5,6,-0.24,-0.075,0.48,0.6,-7,-3,0%
COc1ccc(N2C(=O)CN=C2Nc2nc(C)cc(C)n2)cc1,i,-0.51,1118,3.0,3.0,i,1095,21%,0.24,2.7,4,-0.22,-0.77,1.2,-2.0,-4,-5,19%
O=C(COC(=O)/C=C/c1cccc(Br)c1)NCCC1=CCCCC1,i,-0.31,1359,3.7,3.8,i,1028,6%,0.88,2.0,-3,-0.077,-0.42,0.46,-1.8,6,10,7%
Cc1cc(=O)n2[nH]c(C)c(-c3ccccc3)c2n1,.,0.028,1412,3.6,2.7,i,1027,10%,-0.19,2.7,6,-0.19,0.1,0.08,-4.4,-1,-3,7%
COc1ccc(CCNC(=O)c2cc(-c3ccccc3O)n[nH]2)cc1OC,i,-0.03,864,8.0,5.5,i,1056,6%,-1.2,1.9,0,-0.38,-0.64,0.21,-0.4,13,12,5%
COC(CNC(=O)c1ccc(-n2c(=S)[nH]c3ccccc3c2=O)cc1)OC,i,-0.5,1301,2.2,2.0,i,1081,-7%,0.17,3.1,1,-0.25,-1.1,3.4,-4.2,1,-16,-2%
CN1C(=O)NC(c2ccc(O)cc2)C(C(=O)c2cccs2)C1(O)C(F)(F)F (stereo unspecified),i,0.25,1677,1.8,5.7,i,1364,-4%,-0.6,2.8,17,-0.29,-0.36,-0.83,-0.1,-6,-12,-2%
O=C(Cc1cccs1)Nc1nc(-c2ccc(F)cc2F)cs1,i,-1.4*,889,10,1.2,i,.,-5%,0.82,2.6,1,-0.07*,-3.5*,-0.29*,.,27,45,-4%
COc1ccc(C(=O)c2c[nH]c3ccccc23)cc1,i,0.2,1239,13,1.0,i,1262,4%,-0.7,1.4,0,-0.11,-0.16,0.65,-1.6,-2,5,4%

Copied from the list:
Dynein transport cell count with `COc1ccc(C(=O)c2c[nH]c3ccccc23)cc1` → 0.65
WT yeast gro inh with `CN1C(=O)NC(c2ccc(O)cc2)C(C(=O)c2cccs2)C1(O)C(F)(F)F` (stereo unspecified) → -12
Insulin prom up with `O=C(Cc1cccs1)Nc1nc(-c2ccc(F)cc2F)cs1` → 0.82

Single records (already shown).
`COc1cc(NC(=O)CCCc2c[nH]c3ccccc23)cc(OC)c1` across the screens: Yfh1-off respiration = i; Dynein transport nuclear GR-EGFP = -0.39; Insulin prom up cell count = 1576; MT stabilize HCS cytotoxicity % = 4.0; MT stabilize HCS = 2.1; Autophagy HCS = i; bCat nuc transl cell count 5 µM = 1084; PMI inhibitors = 16%; Insulin prom up = 0.07; MT stabilize HCS Hoechst-high % = 1.1; Autophagy HCS cell loss 18 h = 9; Dynein transport cytoplasmic EGFP = 0.071; Dynein transport = -0.58; Dynein transport cell count = 0.18; bCat nuc transl = 2.8; WT yeast gro inh mutant strain = 0; WT yeast gro inh = 7; human PMI inhibitors = 2%
`Cc1ccc(N(CC(=O)Nc2c(C)n(C)n(-c3ccccc3)c2=O)S(C)(=O)=O)c(C)c1` across the screens: Yfh1-off respiration = i; Dynein transport nuclear GR-EGFP = 0.17; Insulin prom up cell count = 1330; MT stabilize HCS cytotoxicity % = 2.8; MT stabilize HCS = 4.7; Autophagy HCS = i; bCat nuc transl cell count 5 µM = 1554; PMI inhibitors = -1%; Insulin prom up = 0.09; MT stabilize HCS Hoechst-high % = 1.5; Autophagy HCS cell loss 18 h = 6; Dynein transport cytoplasmic EGFP = -0.24; Dynein transport = -0.075; Dynein transport cell count = 0.48; bCat nuc transl = 0.6; WT yeast gro inh mutant strain = -7; WT yeast gro inh = -3; human PMI inhibitors = 0%
